SRC2 inh – inhibition of GAL4-SRC2 driven luciferase reporter, primary screen, SRC2 inhibitor project, cell-based, luminescence | Nuclear receptor coactivator 2 (Homo sapiens), Q15596 | HEK293 GAL4-SRC2 luciferase reporter | inhibition, % at 9 µM | hit rate 0.17% among 370,000 | AID 651957, 2012;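 active = inhibition above the mean inhibition of all tested compounds plus 3 SD, set per campaign, cut at about 52% in these data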;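 also: 0% = DMSO treated cells and 100% = cells given Gossypol at 36 µM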
C8 TRAIL sens – viability loss with TRAIL in NB7+C8 cells, primary screen, TRAIL sensitizer project, cell-based, ATPlite luminescence; inhibition (viability loss, TRAIL sensitization), % at 10 µM; hit rate 1% among 360,000; AID 624354, 2012;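 active = compounds causing at least 50% loss of cell viability in the single-dose screen, relative to plate controls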
TWEAK-Fn14 inh – inhibitors of TWEAK-Fn14 signaling, primary screen, luciferase reporter cells, uHTS | TWEAK-stimulated Fn14 reporter cells, luciferase luminescence, 8 h | inhibition, % at 10 µM | hit rate 2% among 360,000 | AID 1159606, 2016; in the data active = inhibition above about 50%
TROY NFkB inh – inhibitors of TROY-driven NF-kB signaling, primary screen, Q293 LMP1-TROYcd cells, NF-kB luciferase, uHTS | inhibition, % at 10 µM | hit rate 0.98% among 360,000 | AID 1347056, 2019 | Q293 LMP1-TROYcd NF-kB luciferase reporter, 4 h;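 active = compounds whose plate-normalised and pattern-corrected inhibition of the luciferase reporter signal at the single screening dose is 50% or more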
EBV LMP1 NFkB – EBV LMP1-driven NF-kappaB luciferase reporter inhibitors, primary screen, cell-based, luminescence, single point | LMP1-induced NF-kappaB luciferase reporter cells | inhibition, % at 12.5 µM | hit rate 0.69% among 350,000 | AID 504558, 2011; in the data active = inhibition above about 41%;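 also: 0% = neutral control wells and 100% = reference inhibitor control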
KKLEB tox – cytotoxicity in KKLEB CF airway cells, primary screen, cytotoxicity control for CF NF-kB inhibitor project, cell-based, uHTS, fluorescence assay plates. KKLEB CF airway cells viability, ATPlite luminescence, overnight; stronger effect = lower value; cells stimulated with P. aeruginosa culture filtrate. activity change (cytotoxicity), % at 5 µM. hit rate 0.36% among 360,000. AID 602141, 2011;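 active = corrected activity change at or below -50% at 5 µM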
CF NFkB inh – inhibitors of PAF-induced NF-kB signaling, primary screen, cell-based, GFP fluorescence, uHTS. inhibition, % at 5 µM. hit rate 0.86% among 360,000. AID 588850, 2011. KKLEB NF-kB-GFP reporter, GFP fluorescence overnight;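 active = at least 50% inhibition at 5 µM, scaled per plate between neutral and stimulator controls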;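 also: PAF is a Pseudomonas aeruginosa culture filtrate used as stimulus; plate controls were PAF-stimulated DMSO wells for no effect and unstimulated DMSO wells for full effect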
NR5A2 inv ag – LRH-1 (NR5A2) inverse agonists, primary screen, cell-based, luminescence, HEK293T, StAR-luciferase reporter; Nuclear receptor subfamily 5 group A member 2 (Homo sapiens), O00482; LRH-1 transfected, 24 h; inhibition, % at 3.6 µM; hit rate 0.13% among 360,000;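 active = inhibition above the mean inhibition of all tested compounds plus 3 SD, cut at about 73% in these data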;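 also: 0% = DMSO wells and 100% = reporter-only cells lacking LRH-1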
SRC3 inh – SRC3 coactivator transcriptional activity inhibitors, primary screen, cell-based, luminescence; HEK293 GAL4-SRC3 luciferase reporter; inhibition, % at 3.6 µM; hit rate 0.17% among 360,000;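 active = inhibition above a per-campaign cutoff, the mean of all compounds plus 3 SD, cut at about 60% in these data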;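 also: 0% = DMSO-treated cells and 100% = gossypol-treated cells at 36 µM; higher means less SRC3-driven luciferase light from the GAL4 reporter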
SRC1 inh – SRC1 coactivator transcriptional activity inhibitors, primary screen, cell-based, luminescence. Nuclear receptor coactivator 1 (Homo sapiens), Q15788. HEK293 GAL4-SRC1 luciferase reporter. inhibition, % at 3.6 µM. hit rate 0.12% among 360,000. AID 588354, 2011;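 active = inhibition above the campaign mean plus 3 SD, with each screening campaign given its own cutoff, cut at about 60% in these data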;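 also: 0% = DMSO treated cells and 100% = gossypol at 36 µM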
NR2F2 inh – NR2F2 transcriptional activity inhibitors, primary screen, cell-based, luciferase reporter, HEK293T, luminescence. HEK293T NGFI-A luciferase reporter. inhibition, % at 8.6 µM. AID 686940, 2013. hit rate 0.7% among 370,000. COUP transcription factor 2 (Homo sapiens), P24468;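 active = inhibition above a per-plate cutoff, mean inhibition of test wells between control levels plus 3 SD, cut at about 38% in these data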;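 also: cells cotransfected with COUP-TFII expression vector driving the NGFI-A reporter; 0% = median of COUP-TF2 test wells and 100% = reporter-only cells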
* hit, by the source's call; x = no result given. Rows are unselected; about 4.2% have a hit in one of these screens.

item	structure	SRC2 inh	C8 TRAIL sens	TWEAK-Fn14 inh	TROY NFkB inh	EBV LMP1 NFkB	KKLEB tox
1	CCn1c(CNC(=O)c2ccccc2F)nnc1SCC(=O)NC1CCCCC1C (stereo unspecified)	-7	-2	7	8	-28	2
2	C/C(N)=C(/C#N)C(=O)COC(=O)c1ccncc1	-9	6	10	-6	-14	4
3	CCCC(=O)Nc1ccc(-c2nc3ncccc3o2)cc1	-67	15	23	-42	2	2
4	CCCN(CC(=O)Nc1ccccc1OC)C(=O)C1=COCCO1	-4	-5	-8	-2	3	14
5	Oc1ccccc1C1=NC(c2ccccc2)NC(c2ccccc2)C1 (stereo unspecified)	3	-8	-2	-18	0	-10
6	Cc1c(N(C(=O)c2cc(=O)[nH]c3ccccc23)C(C)C)c(=O)n(-c2ccccc2)n1C	5	-19	-6	-2	0	1
7	COc1ccc(NC(=O)CCC(=O)N2CCOCC2)c([N+](=O)[O-])c1	-1	-3	-5	6	3	-5
8	CCCC(c1nnnn1CCOC)N1CCN(c2nc3ccccc3s2)CC1 (stereo unspecified)	-1	-13	-9	-4	6	1
9	CCCCn1c(NC(=O)c2ccccc2)c(C#N)c2nc3ccccc3nc21	22	5	64*	68*	11	-10
10	COCCn1nnnc1C(c1cccc(OC)c1OC)N1CCN(C(=O)c2ccco2)CC1 (stereo unspecified)	-13	-19	28	0	-3	3

item	CF NFkB inh	NR5A2 inv ag	SRC3 inh	SRC1 inh	NR2F2 inh
1	-20	3	-3	9	-8
2	-13	18	6	0	8
3	-11	-91	-123	-76	-42
4	-11	11	4	-6	-5
5	30	-23	-23	-10	6
6	2	16	5	-30	-2
7	2	-2	5	-8	-9
8	6	10	5	-34	-1
9	-27	23	22	6	21
10	1	9	-2	-17	0

Going on with the list:
item	structure	SRC2 inh	C8 TRAIL sens	TWEAK-Fn14 inh	TROY NFkB inh	EBV LMP1 NFkB	KKLEB tox
11	CCN1C(=O)CC(n2c(C)nc3ccccc32)C1=O (stereo unspecified)	2	-9	-7	-6	-15	3
12	CC(C)C[C@H]1CN=C(Nc2ccccc2)N1CCc1cccc(F)c1	x	20	-7	11	4	-2
13	CC(C)(C)OC(=O)C[C@H]1C/C=C\C[C@@H](CC(=O)NCCO)C(=O)N2CCC[C@H]2COC1=O	2	19	-8	4	5	-2
14	COc1cccc(NC(=O)CN2CCN(c3ccc(F)cc3)CC2)c1	2	-4	-18	-29	4	2
15	CCn1c(-c2c(Cl)c(C)nn2C)n[nH]c1=S	-1	1	2	-11	10	5
16	Cc1ccc(NC(=O)CN(Cc2ccco2)Cc2ccccc2O)cc1C	-1	5	-18	-10	-35	-4
17	Cn1nnnc1SCC(=O)c1ccco1	-18	-1	16	20	5	-5
18	COc1cccc(/C=C2\SC(=S)N(CCC(=O)NC3C=CS(=O)(=O)C3)C2=O)c1 (stereo unspecified)	5	21	16	-42	-11	5
19	CCOc1cc(C(=O)Nc2ccccc2N2CCN(S(C)(=O)=O)CC2)cc(OCC)c1OCC	6	-3	-12	8	-1	-10
20	CC(=O)c1ccc(S(=O)(=O)N2CCCC(N(C)CCc3ccccc3)C2)cc1 (stereo unspecified)	15	1	-13	-6	5	-7

item	CF NFkB inh	NR5A2 inv ag	SRC3 inh	SRC1 inh	NR2F2 inh
11	-10	-4	11	14	12
12	0	-5	5	1	x
13	-18	12	5	-9	-6
14	2	31	-7	4	-3
15	7	-6	15	6	-3
16	-10	2	-4	-7	-27
17	6	2	14	4	-8
18	18	16	-40	1	6
19	0	7	7	-28	-1
20	-3	-11	10	-5	18

Further compounds follow.
item	structure	SRC2 inh	C8 TRAIL sens	TWEAK-Fn14 inh	TROY NFkB inh	EBV LMP1 NFkB	KKLEB tox
21	CC(C)[C@H](NC(=O)c1c(F)cccc1F)C(=O)OCC(=O)NC(=O)NC1CCCC1	-30	4	-4	-6	0	-6
22	O=c1[nH]c(CSc2cccc[n+]2[O-])nc2ccccc12	-25	4	16	-16	-12	-3
23	CN(CCOc1ccccc1)C(=O)C1CCC(=O)N(CCc2ccc(Cl)cc2)C1 (stereo unspecified)	-12	-4	-19	-48	-18	-1
24	Cc1cc(OCC(=O)NC2CCN(Cc3ccccc3)CC2)c2c(C)c(C)c(=O)oc2c1	x	7	-9	-22	-8	-1
25	CCOc1ccccc1C(=O)OCC(=O)Nc1ccc(N2CCCCC2)cc1	-43	-10	8	2	-10	-3
26	Cc1ccc(S(=O)(=O)N(CC(=O)N=Nc2c(O)[nH]c3ccccc23)c2cccc(C)c2)cc1	-16	-6	52*	33	-1	-2
27	COc1ccccc1CNC(=O)CNC(=O)Cn1cnc2ccccc2c1=O	-28	6	-4	-13	-12	6
28	COc1ccc(NC(=O)C2CCCN2c2ccc(OC)c(OC)c2)cc1OC (stereo unspecified)	-24	-5	-15	10	5	-6
29	O=C(NCN1C(=O)C2C3C=CC(C3)C2C1=O)OC1CCCCC1 (stereo unspecified)	11	2	3	3	-1	12
30	CCOc1ccc(-n2c(O)c(/C=N/Nc3nnc(C)c(=O)[nH]3)c3ccccc3c2=O)cc1	-23	0	14	2	-4	5

item	CF NFkB inh	NR5A2 inv ag	SRC3 inh	SRC1 inh	NR2F2 inh
21	-21	5	4	0	9
22	-25	10	15	-13	5
23	7	-41	-60	-15	-40
24	-40	-5	16	1	x
25	-2	1	-11	-8	5
26	5	10	8	-26	5
27	12	-4	14	-1	3
28	6	6	11	-12	-3
29	-3	-1	-13	-6	13
30	-7	-14	1	4	5

An excerpt from above in order of heavy-atom count, smallest number first:
item	structure	SRC2 inh	C8 TRAIL sens	TWEAK-Fn14 inh	TROY NFkB inh	EBV LMP1 NFkB	KKLEB tox
29	O=C(NCN1C(=O)C2C3C=CC(C3)C2C1=O)OC1CCCCC1 (stereo unspecified)	11	2	3	3	-1	12
20	CC(=O)c1ccc(S(=O)(=O)N2CCCC(N(C)CCc3ccccc3)C2)cc1 (stereo unspecified)	15	1	-13	-6	5	-7
24	Cc1cc(OCC(=O)NC2CCN(Cc3ccccc3)CC2)c2c(C)c(C)c(=O)oc2c1	x	7	-9	-22	-8	-1

item	CF NFkB inh	NR5A2 inv ag	SRC3 inh	SRC1 inh	NR2F2 inh
29	-3	-1	-13	-6	13
20	-3	-11	10	-5	18
24	-40	-5	16	1	x

(cont.)
item	structure	SRC2 inh	C8 TRAIL sens	TWEAK-Fn14 inh	TROY NFkB inh	EBV LMP1 NFkB	KKLEB tox
31	OC(C#CCN1CCCCC1)c1ccccc1 (stereo unspecified)	-16	-4	14	0	1	13
32	O=C(NNC(=S)NC(=O)c1ccccc1[N+](=O)[O-])c1ccc(Cl)cc1Cl	-17	11	-20	3	-5	3
33	COCCNC(=S)NCc1ccc2[nH]c3c(c2c1)CCCC3	-11	9	-74	4	-57	-9
34	CCOC(=O)c1[nH]c2c(OCC)nc(OCC)nc2c1Br	-22	10	11	-13	0	-4
35	CC(=O)Nc1nnc(CCS(=O)(=O)c2ccc(C)cc2)s1	-8	13	-2	9	-11	11
36	O=C(NCCc1cccc(C(F)(F)F)c1)C1CCC(=O)N(Cc2ccc(Cl)cc2)C1 (stereo unspecified)	-6	-8	4	1	-14	-3
37	Cc1[nH]c2ccccc2c1C(=O)C(=O)NCC1CCCO1 (stereo unspecified)	-11	6	5	11	-7	5
38	CC(=Nc1ccccc1)C1=C(O)C(Cc2ccc(F)cc2)NC1=O (stereo unspecified)	-20	35	7	-19	4	-18
39	Cc1[nH]c2ccccc2c1SCCNC(=O)c1ccc(S(=O)(=O)N2CCCC2)cc1	6	7	16	0	2	-13
40	CC(C)Nc1oc(Cc2cccc3ccccc23)nc1C#N	10	-12	2	6	5	-9
41	CNC(=O)/C(C#N)=C/c1c(N(Cc2ccccc2)Cc2ccccc2)nc2ccccn2c1=O	4	15	0	0	7	-10
42	O=C(Oc1cc2oc(=O)cc(-c3ccccc3)c2cc1Cl)C1CCCCC1	3	1	21	44	8	-17
43	O=C(CSCc1ccc(Br)cc1)Nc1ccc(S(=O)(=O)N2CCCCCC2)cc1	-6	22	3	24	-7	5

item	CF NFkB inh	NR5A2 inv ag	SRC3 inh	SRC1 inh	NR2F2 inh
31	8	6	7	2	-14
32	15	-30	4	-12	-14
33	13	-11	-101	-63	-28
34	-14	-3	-17	-10	3
35	-17	4	18	17	13
36	-7	5	-2	-14	17
37	-7	-1	20	-5	-14
38	46	-11	-35	-20	5
39	20	-1	4	11	9
40	0	-23	5	14	2
41	21	13	-3	5	18
42	64*	-5	19	26	21
43	-3	-2	1	0	-7

Record cards, from the list above:
CC(C)Nc1oc(Cc2cccc3ccccc23)nc1C#N across the screens: SRC2 inh = 10; C8 TRAIL sens = -12; TWEAK-Fn14 inh = 2; TROY NFkB inh = 6; EBV LMP1 NFkB = 5; KKLEB tox = -9; CF NFkB inh = 0; NR5A2 inv ag = -23; SRC3 inh = 5; SRC1 inh = 14; NR2F2 inh = 2
CC(=O)Nc1nnc(CCS(=O)(=O)c2ccc(C)cc2)s1 across the screens: SRC2 inh = -8; C8 TRAIL sens = 13; TWEAK-Fn14 inh = -2; TROY NFkB inh = 9; EBV LMP1 NFkB = -11; KKLEB tox = 11; CF NFkB inh = -17; NR5A2 inv ag = 4; SRC3 inh = 18; SRC1 inh = 17; NR2F2 inh = 13
OC(C#CCN1CCCCC1)c1ccccc1 (stereo unspecified) across the screens: SRC2 inh = -16; C8 TRAIL sens = -4; TWEAK-Fn14 inh = 14; TROY NFkB inh = 0; EBV LMP1 NFkB = 1; KKLEB tox = 13; CF NFkB inh = 8; NR5A2 inv ag = 6; SRC3 inh = 7; SRC1 inh = 2; NR2F2 inh = -14

Source: PubChem (several laboratories)
